Assay outcomes: PubChem BioAssay, several laboratories
sdo1 growth: restores growth of sdo1-depleted yeast; S. cerevisiae sdo1-depleted JHY4D growth rescue, OD600 30 h; stronger effect = higher value; pdr5 snq2 efflux-pump mutant strain; z-score at 10 µM; 140,000 compounds, 0.21% hits; AID 817;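 active = z-score above 3 at both the 24 hr and the 30 hr optical density reads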;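 also: z-score against mean and SD of all compound wells on the same plate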
Insulin prom inh: TRM-6 insulin promoter activity inhibition; TRM-6 cells (human fetal islet line), insulin promoter-eGFP reporter, imaging; reporter expression induced with tamoxifen; inhibition, % at 2 µM; 130,000 compounds, 0.9% hits; AID 1273;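 active = inhibition above the mean plus 3 SD, with well images judged a real hit on visual review, cut at about 60% in these data, passing the limit was not always enough; inconclusive = inhibition over the cutoff but images rejected on review; inactive = inhibition not above the cutoff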
sdo1 growth Rescue 24 h: also measured in sdo1 growth; calls as there; z-score; S. cerevisiae sdo1-depleted JHY4D growth rescue, OD600; measured here: growth rescue at 24 h;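 0 is the plate mean of compound wells and units are plate SD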
Starred values were filed as active, the others as inactive.

Screening Cc1ccc(S(=O)(=O)N(C(=O)c2ccncc2)c2ccc(OC(=O)c3ccncc3)c3ccccc23)cc1 returned sdo1 growth 0.05 and sdo1 growth Rescue 24 h 0.03.
`COCC(=O)Nc1ccccc1Br` gave sdo1 growth 1.11, Insulin prom inh -22.2 and sdo1 growth Rescue 24 h 0.69.
CC(Sc1nnc(C(F)(F)F)n1C)C(=O)NC(N)=O (stereo not given) was read as sdo1 growth 0.68, Insulin prom inh -5.3 and sdo1 growth Rescue 24 h 0.74.
Screening CCOc1ccccc1NC(=O)CN1C(=O)COc2ccc(Cl)cc21 returned sdo1 growth -0.54 and sdo1 growth Rescue 24 h -0.21.
Screening COc1cccc(C2CC(C(F)(F)F)n3ncc(C(=O)NC(C)(C)C)c3N2)c1 (stereo not given) returned sdo1 growth 0.66, Insulin prom inh -82.9 and sdo1 growth Rescue 24 h 0.13.
CCN(CC)C(=O)C1CC(=O)N(c2ccc(F)c(Cl)c2)C1 (stereo not given) was read as sdo1 growth 0.4 and sdo1 growth Rescue 24 h 0.41.
For Cc1cccc(C)c1NC(=S)N(CCN(C)C)C(C)c1cccnc1 (stereo not given) the results were Insulin prom inh -64.3.
Screening Cc1cccc2cc(/C=N/NC(=O)CN3CCCCC3)c(Cl)nc12 returned Insulin prom inh 14.3.
For CCOc1ccc(NS(=O)(=O)c2ccc(NS(=O)(=O)c3ccc(SC)cc3)cc2)cc1 the results were sdo1 growth 0.41, Insulin prom inh -57.1 and sdo1 growth Rescue 24 h 0.45.
Screening CC1=CC(=O)C=C(C)C1=NOc1ccc([N+](=O)[O-])cc1 returned Insulin prom inh 100.0*.
For O=S(Cc1cc(Oc2ccccc2)nc(-c2ccccc2)n1)c1ccccc1 (stereo not given) the results were sdo1 growth -0.45, Insulin prom inh -29.0 and sdo1 growth Rescue 24 h 1.14.
CCC1CCCCN1S(=O)(=O)c1ccc(NC(=O)CSc2ncccc2C(=O)O)cc1 (stereo not given) was read as sdo1 growth -0.39 and sdo1 growth Rescue 24 h -1.06.
`COc1ccc(OCCNC2CCCC2)cc1` gave sdo1 growth -0.21, Insulin prom inh 29.6 and sdo1 growth Rescue 24 h -0.35.
Screening Cn1c(CNC(=O)c2ccc(Cl)c(Cl)c2)nnc1SCC(=O)Nc1sc2c(c1C#N)CCCC2 returned sdo1 growth 4.73*, Insulin prom inh 6.9 and sdo1 growth Rescue 24 h 5.37*.
`O=C1OCCC1Sc1nc2ccccc2n1Cc1ccccc1` (stereo not given) gave sdo1 growth -0.97, Insulin prom inh 43.8 and sdo1 growth Rescue 24 h -1.19.
`Cn1c(=Nc2ccccc2)sc2ccccc21` gave sdo1 growth 0.2, Insulin prom inh -23.3 and sdo1 growth Rescue 24 h 0.53.
O=C(O)c1cccc(Cn2cc(Br)cn2)c1 was read as sdo1 growth 1.19 and sdo1 growth Rescue 24 h 1.62.
COc1cc(C(=O)NC(=S)NCc2ccco2)cc(OC)c1OC was read as sdo1 growth -0.97 and sdo1 growth Rescue 24 h -0.43.
For OC(c1ccccc1)c1nccn1Cc1ccccc1 (stereo not given) the results were sdo1 growth 0.99, Insulin prom inh 0.0 and sdo1 growth Rescue 24 h -0.71.
`Cc1cc[n+](CC(=O)Nc2cc(C(F)(F)F)ccc2Cl)cc1` gave sdo1 growth 0.6, Insulin prom inh 23.3 and sdo1 growth Rescue 24 h 0.12.
For Cc1c(C(=O)Nc2nnc(SCc3ccccc3Cl)s2)cccc1[N+](=O)[O-] the results were sdo1 growth -1, Insulin prom inh 3.6 and sdo1 growth Rescue 24 h -0.81.
COc1ccc(C)cc1NC(=O)Nn1cnnc1 was read as sdo1 growth 0.11, Insulin prom inh 28.1 and sdo1 growth Rescue 24 h -0.33.
CN(C)c1nc(SCC(=O)Nc2ccccc2)nc(N2CCOCC2)n1 was read as Insulin prom inh -16.7.
`O=C(CSc1ncccn1)N/N=C/c1cccc([N+](=O)[O-])c1` gave sdo1 growth 0.84, Insulin prom inh 23.5 and sdo1 growth Rescue 24 h -0.3.
`COc1ccc(C(=O)NCCn2ccc3ccccc32)cc1OC` gave sdo1 growth -0.36 and sdo1 growth Rescue 24 h -0.39.
CCn1c2ccccc2c2cc(NC(=O)N3CCOCC3)ccc21 was read as sdo1 growth -0.25, Insulin prom inh -400.0 and sdo1 growth Rescue 24 h -0.45.
Screening Cc1ccc2c(c1)N(Cc1ccncc1)C(=O)C(C)O2 (stereo not given) returned sdo1 growth -0.47, Insulin prom inh -25.6 and sdo1 growth Rescue 24 h -1.32.
Screening CC(=O)Nc1cccc(OCC(=O)/C=C2\N(C)c3ccccc3C2(C)C)c1 returned Insulin prom inh -18.2.
Fc1ccc(NC(=S)N2CCCc3ccccc32)cc1 was read as sdo1 growth 0.07, Insulin prom inh 10.0 and sdo1 growth Rescue 24 h -0.67.
Screening CC(CCc1ccccc1)NC(=O)COC(=O)CC1CC2CCC1C2 (stereo not given) returned sdo1 growth 0.19, Insulin prom inh 29.4 and sdo1 growth Rescue 24 h 0.39.
COC(=O)/C(=C\c1ccc([N+](=O)[O-])o1)NC(=O)c1ccccc1 was read as sdo1 growth -0.1 and sdo1 growth Rescue 24 h -0.13.
`CCCn1nnc(NC(=O)COc2ccc(Cl)cc2)n1` gave sdo1 growth 0.19, Insulin prom inh 6.9 and sdo1 growth Rescue 24 h -0.36.
For CCOC(=O)N1CCC(N(CCN(C)C)C(=S)Nc2ccc(OCC)cc2)CC1 the results were Insulin prom inh -9.1.
CCOc1ccc(/C=C/C(=O)Nc2ccc3[nH]c(=O)[nH]c3c2)cc1 was read as sdo1 growth -0.62, Insulin prom inh -10.0 and sdo1 growth Rescue 24 h -0.73.
For Cc1ccc(-n2c(CNc3ccc(F)cc3)nnc2SCC(=O)NCc2ccco2)cc1 the results were sdo1 growth 0.34 and sdo1 growth Rescue 24 h 0.06.
Cc1nnc(NC(=O)NCN2C(=O)C3C4C=CC(C4)C3C2=O)s1 (stereo not given) was read as sdo1 growth 0.96 and sdo1 growth Rescue 24 h 0.25.
`Clc1ccc(-c2nnc3c4ccccc4nc(N4CCOCC4)n23)cc1Cl` gave sdo1 growth -0.87 and sdo1 growth Rescue 24 h -0.7.
For COCCNC(=O)/C(C#N)=C/c1c(N2CC(C)OC(C)C2)nc2ccccn2c1=O (stereo not given) the results were sdo1 growth 0.44, Insulin prom inh 8.0 and sdo1 growth Rescue 24 h -0.3.
For COc1ccccc1NC(=O)c1cc(C(=O)Nc2ccccc2OC)cc(N2C(=O)CCC2=O)c1 the results were sdo1 growth 0.43, Insulin prom inh -46.4 and sdo1 growth Rescue 24 h 0.4.
For Cc1ccccc1OCCCCn1c(CO)nc2ccccc21 the results were Insulin prom inh -23.1.
Screening COc1ccccc1-c1nnc(SCC(=O)Nc2cc(C)on2)o1 returned sdo1 growth -0.72, Insulin prom inh 34.6 and sdo1 growth Rescue 24 h -1.37.
`O=C1NC(=O)c2cc(NC(=O)C3CCCCC3)ccc21` gave sdo1 growth 0.11, Insulin prom inh -29.0 and sdo1 growth Rescue 24 h 0.27.
For Cc1ccc(C2C(/C=C3/SC(=S)NC3=O)=C(c3cccs3)Oc3ccccc32)cc1 (stereo not given) the results were sdo1 growth 1.33, Insulin prom inh -21.4 and sdo1 growth Rescue 24 h 1.94.
For Cc1cc(C)c(C)c(OCCCOc2cccc3cccnc23)c1 the results were sdo1 growth -2.02, Insulin prom inh -19.4 and sdo1 growth Rescue 24 h -1.65.
For COc1ccc(CCC(C(O)C(F)(F)F)S(=O)c2ccccc2)cc1 (stereo not given) the results were sdo1 growth -1.95, Insulin prom inh -76.0 and sdo1 growth Rescue 24 h -1.41.
CCC(=O)Oc1ccc(C(=O)Nc2cccc(C(=O)NC(C)(C)C)c2)cc1 was read as Insulin prom inh 4.8.
COC(=O)C1CCN(C(=O)COC(=O)CC(NC(N)=O)c2ccc(Cl)cc2)CC1 (stereo not given) was read as sdo1 growth 1.47 and sdo1 growth Rescue 24 h -0.03.
COc1ccc2nc(NC(=O)C3COc4ccccc4O3)sc2c1 (stereo not given) was read as sdo1 growth -2.01 and sdo1 growth Rescue 24 h -1.55.

A draw from above in order of length of the SMILES, lowest first:
`O=C1NC(=O)c2cc(NC(=O)C3CCCCC3)ccc21` gave sdo1 growth 0.11, Insulin prom inh -29.0 and sdo1 growth Rescue 24 h 0.27.
COc1ccc2nc(NC(=O)C3COc4ccccc4O3)sc2c1 (stereo not given) was read as sdo1 growth -2.01 and sdo1 growth Rescue 24 h -1.55.
`Clc1ccc(-c2nnc3c4ccccc4nc(N4CCOCC4)n23)cc1Cl` gave sdo1 growth -0.87 and sdo1 growth Rescue 24 h -0.7.
CCC(=O)Oc1ccc(C(=O)Nc2cccc(C(=O)NC(C)(C)C)c2)cc1 was read as Insulin prom inh 4.8.
COC(=O)C1CCN(C(=O)COC(=O)CC(NC(N)=O)c2ccc(Cl)cc2)CC1 (stereo not given) was read as sdo1 growth 1.47 and sdo1 growth Rescue 24 h -0.03.
For Cc1ccc(C2C(/C=C3/SC(=S)NC3=O)=C(c3cccs3)Oc3ccccc32)cc1 (stereo not given) the results were sdo1 growth 1.33, Insulin prom inh -21.4 and sdo1 growth Rescue 24 h 1.94.
For COc1ccccc1NC(=O)c1cc(C(=O)Nc2ccccc2OC)cc(N2C(=O)CCC2=O)c1 the results were sdo1 growth 0.43, Insulin prom inh -46.4 and sdo1 growth Rescue 24 h 0.4.

(listing goes on)
Screening N#Cc1c(N)nc2c3c(sc(=N)c2c1N)NC(=O)CC3c1c(F)cccc1Cl (stereo not given) returned sdo1 growth -0.86, Insulin prom inh -32.6 and sdo1 growth Rescue 24 h -0.79.
Cc1ccccc1NC(=O)OCCN1CCN(Cc2ccccc2)CCC1=O was read as sdo1 growth 0.52, Insulin prom inh -71.4 and sdo1 growth Rescue 24 h 0.52.
For O=C(Nc1nc(-c2ccc(S(=O)(=O)N3CCCC3)cc2)cs1)c1cccs1 the results were sdo1 growth -1.14, Insulin prom inh -191.4 and sdo1 growth Rescue 24 h -0.53.
Screening COc1ccc(-n2nnnc2-c2cccnc2)cc1 returned sdo1 growth 1.06, Insulin prom inh 3.3 and sdo1 growth Rescue 24 h 1.01.
For COC(=O)C1C(O)=C(C=NCC(C)N=CC2=C(O)C(C(=O)OC)C(C)(C)CC2=O)C(=O)CC1(C)C (stereo not given) the results were sdo1 growth 1.23 and sdo1 growth Rescue 24 h 2.17.
For CCOC(=O)N1CCC(N2Cc3cccc(C(=O)NCc4ccccn4)c3C2=O)CC1 the results were sdo1 growth 0.16 and sdo1 growth Rescue 24 h -0.25.
Screening Cc1ccc(C(=O)/C=C\C(=O)c2ccc(C)cc2)cc1 returned sdo1 growth -2.28, Insulin prom inh 29.4 and sdo1 growth Rescue 24 h -1.85.
COc1ccc(C(=O)N/N=C/c2ccc(OC(=O)c3cccs3)cc2)cc1 was read as sdo1 growth -0.99 and sdo1 growth Rescue 24 h -0.6.
For CC(CCc1ccccc1)NC(=O)c1cc2sccc2n1C (stereo not given) the results were sdo1 growth -0.96 and sdo1 growth Rescue 24 h -0.68.
Cc1ccc(N2CC(C(=O)NCc3cccnc3)CC2=O)cc1 (stereo not given) was read as sdo1 growth -0.33, Insulin prom inh inconclusive and sdo1 growth Rescue 24 h -0.69.
Screening C/C(=N\N=C(/N)SC1CC(=O)N(c2ccc(Cl)cc2)C1=O)c1cccs1 (stereo not given) returned sdo1 growth -1.32, Insulin prom inh 15.9 and sdo1 growth Rescue 24 h -1.11.
`COc1ccc(CCNS(=O)(=O)c2ccc(C3CNC(=O)C3)cc2)cc1OC` (stereo not given) gave sdo1 growth 0.18, Insulin prom inh -67.4 and sdo1 growth Rescue 24 h -0.11.
`CN1/C(=N\O)c2cccc3cccc1c23` gave sdo1 growth -0.26, Insulin prom inh -6.7 and sdo1 growth Rescue 24 h 0.3.
Screening COc1ccc(-c2nnc(Nc3nc4c(OC)cccc4s3)o2)c(OC)c1 returned sdo1 growth 0.45, Insulin prom inh -30.4 and sdo1 growth Rescue 24 h 1.76.
Screening COC(=O)c1ccc(Cn2nc(C)c([N+](=O)[O-])c2C)o1 returned Insulin prom inh -7.7.
Screening COc1ccc(-n2c(C)cc(/C=C3\C(=O)NN(c4ccccc4)C3=O)c2C)cc1 returned sdo1 growth 0, Insulin prom inh -193.3 and sdo1 growth Rescue 24 h -0.06.
CCN(CC)CCCNC(=O)c1[nH]c(C)c(C(=O)NC2CCCCC2)c1C was read as sdo1 growth 1.61, Insulin prom inh 21.9 and sdo1 growth Rescue 24 h 1.34.

Looked up by compound from above:
Screening COC(=O)c1ccc(Cn2nc(C)c([N+](=O)[O-])c2C)o1 returned Insulin prom inh -7.7.
CCN(CC)CCCNC(=O)c1[nH]c(C)c(C(=O)NC2CCCCC2)c1C was read as sdo1 growth 1.61, Insulin prom inh 21.9 and sdo1 growth Rescue 24 h 1.34.
Screening COc1ccc(-c2nnc(Nc3nc4c(OC)cccc4s3)o2)c(OC)c1 returned sdo1 growth 0.45, Insulin prom inh -30.4 and sdo1 growth Rescue 24 h 1.76.
`CN1/C(=N\O)c2cccc3cccc1c23` gave sdo1 growth -0.26, Insulin prom inh -6.7 and sdo1 growth Rescue 24 h 0.3.
